Vif-APOBEC3F blk = blocks the Vif interaction with APOBEC3F; AID 602313; Potency, µM (titrated, usually from 46.1 µM), for the others: top-dose activity, negative = active; actives 0.2% (n = 390,000); HeLa A3F-eYFP + Vif (tagged APOBEC3F with the HIV-1 protein that degrades it), YFP fluorescence increase; also: % of control where 0% means no effect; nearly all actives have a fitted effect of over 65% in size
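HeLa cells stably expressing A3F-eYFP plus Vif, plated and incubated overnight at 37 deg C, then exposed to compounds overnight at 37 deg C. Blocked degradation read as raised yellow fluorescence (Ex 488/Em 500-530).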
mIDH1 inhibitor = inhibitors of human mutant IDH1 R132H. O75874. IDH1-R132H enzyme, NADPH consumption, diaphorase/resazurin fluorescence. Potency, µM (highest dose often 76.6 µM), for inactives: top-dose activity change, negative = inhibition, most hits filed as inhibitors. actives 0.093% (n = 390,000). AID 602179; also: % is scaled to controls: 0 for no effect and ±100 for the full control effect; nearly all actives have a fitted effect of over 65% in size
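IDH1-R132H (0.5 ug/mL) preincubated 30 min with compound, then NADPH (0.016 mM) and alpha-KG (2 mM) added; 80 min at RT, pH 7.5. Remaining NADPH coupled via diaphorase/resazurin to fluorescence (540/590 nm); concentration-response curves normalized to no-enzyme control.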
ALOX12 inh = blocks human arachidonate 12S-lipoxygenase; Potency, µM (highest dose often 108 µM), for the others: at the top dose activity change, negative = inhibition, hits mostly inhibitors; purified 12hLO, xylenol orange hydroperoxide absorbance; P18054; actives 1.1% (n = 580,000); also: % is scaled to controls: 0 for no effect and ±100 for the full control effect
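Hydroperoxide product was detected by ferrous iron/xylenol orange as the 573 to 405 nm absorbance ratio. Arachidonic acid at 40 uM (final) was turned over for 30 min at room temperature by 150 nM human 12hLO, pH 7.0 Hepes buffer, after 15 min compound preincubation.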
Vif-APOBEC3G blk = blocks the Vif interaction with human APOBEC3G; actives 0.076% (n = 410,000); Potency, µM (top dose mostly 46.1 µM), without a hit: top-dose activity, negative = active, usual class: inhibitors; HeLa A3G-eYFP + Vif (tagged APOBEC3G with the HIV-1 protein that degrades it), YFP fluorescence, overnight; Q9HC16;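 also: % is scaled to controls: 0 for no effect and ±100 for the full control effect; nearly all actives have a fitted effect of over 60% in size; hits raise eYFP signal because A3G escapes Vif-driven loss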
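HeLa cells stably expressing Vif and C-terminally eYFP-tagged A3G, seeded overnight at 37 deg C, then exposed to compound by pintool overnight at 37 deg C. Rise in yellow fluorescence (Ex 488/Em 500-530, Acumen) marks blocked Vif-driven A3G degradation.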
RGS4 inhibitor = inhibitors of human regulator of G protein signaling 4; P49798; Transcreener GDP fluorescence polarization, RGS4-accelerated GTP hydrolysis; Potency, µM (doses to about 114 µM), without a hit: top-dose activity change, negative = inhibition, most hits filed as inhibitors; actives 0.039% (n = 390,000); also: % is scaled to controls: 0 for no effect and ±100 for the full control effect; nearly all actives have a fitted effect of over 75% in size; some results filed as inactive show a strong effect at the top dose
Target sequence (P49798 whole entry, looked up): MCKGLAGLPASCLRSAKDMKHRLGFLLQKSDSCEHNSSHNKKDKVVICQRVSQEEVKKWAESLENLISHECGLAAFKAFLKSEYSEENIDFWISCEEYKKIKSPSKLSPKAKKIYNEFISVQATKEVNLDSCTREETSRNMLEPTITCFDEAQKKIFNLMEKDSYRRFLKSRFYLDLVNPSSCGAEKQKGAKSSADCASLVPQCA
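MLSMR compounds (23 nl, pin-transferred) preincubated 10 min at room temperature with a 500nM (2x) first reagent, then RGS4 at 900nM (2x) plus Transcreener GDP mix added; fluorescence polarization (620/688 nm) read before and after 90 min at 30 °C.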
USP1-UAF1 inh = blocks the human USP1/UAF1 deubiquitinase complex; recombinant USP1/UAF1, Ub-Rhodamine cleavage fluorescence; Potency, µM (top dose mostly 57.1 µM), inactives show at the highest dose activity change, negative = inhibition, usual class: inhibitors; actives 0.23% (n = 390,000); AID 743255; also: % is scaled to controls: 0 for no effect and ±100 for the full control effect; nearly all actives have a fitted effect of over 60% in size; inactives centre near -12
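Step one: compound is pinned into 1nM USP1/UAF1 in HEPES pH 7.8 buffer with TCEP. Step two: 15 min room-temperature incubation. Step three: Ub-Rho (150nM final) starts cleavage, tracked by fluorescence over six one-minute reads.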
RXFP1 ag = agonists of human relaxin receptor RXFP1; Q9HBX9; HEK293T-RXFP1 cAMP TR-FRET, 30 min; response scale: percent of porcine relaxin response, buffer zero; Potency, µM (highest dose often 57.5 µM), without a hit: at the highest dose activation, hits mostly activators; actives 0.3% (n = 370,000); also: % is scaled to controls: 0 for no effect and ±100 for the full control effect; nearly all actives have a fitted effect of over 60% in size; many of its hits are not listed in these tables
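Agonist response is measured as cAMP accumulation in an RXFP1-transfected HEK293T line under PDE4 inhibition. Values are scaled between buffer-only and 29 nM porcine relaxin, and EC50s come from standard Hill equation fits.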
TrxR1 substrate = rat thioredoxin reductase 1 substrate activity | O89049 | purified TrxR1 substrate turnover, NADPH consumption readout | Potency, µM (top dose mostly 114 µM), for inactives: at the top dose activity change, negative = substrate turnover | actives 0.01% (n = 390,000) | AID 588456; also: % is scaled to controls: 0 for no effect and ±100 for the full control effect; nearly all actives have a fitted effect of over 50% in size
Target sequence (O89049 whole entry, looked up): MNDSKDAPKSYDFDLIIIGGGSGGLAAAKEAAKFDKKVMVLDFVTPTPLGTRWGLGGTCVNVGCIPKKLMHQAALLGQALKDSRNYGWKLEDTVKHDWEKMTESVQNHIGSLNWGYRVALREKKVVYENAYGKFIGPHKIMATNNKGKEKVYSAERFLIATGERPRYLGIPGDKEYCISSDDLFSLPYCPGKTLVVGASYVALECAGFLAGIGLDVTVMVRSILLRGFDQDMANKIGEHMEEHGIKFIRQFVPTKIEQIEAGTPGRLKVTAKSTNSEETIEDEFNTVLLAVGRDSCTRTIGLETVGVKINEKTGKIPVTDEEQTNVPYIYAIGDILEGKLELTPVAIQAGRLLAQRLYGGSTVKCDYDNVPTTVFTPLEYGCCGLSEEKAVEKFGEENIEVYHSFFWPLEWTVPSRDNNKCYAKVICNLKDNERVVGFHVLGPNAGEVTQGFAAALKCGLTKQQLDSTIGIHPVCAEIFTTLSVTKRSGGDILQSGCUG
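Rat TrxR1, dispensed at 90 nM, was prereduced with 400 uM NADPH (final) for 5 min at ~22 deg C, then incubated with compound 15 min before 400 uM selenite. A first-read NADPH fluorescence drop versus no-compound background flagged substrates.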
rTrxR1 inhibitor = rat TrxR1 inhibition. O89049. recombinant rTrxR1, NADPH fluorescence consumption, selenite substrate. Potency, µM (doses to about 114 µM), for inactives: top-dose activity change, negative = inhibition, hits mostly inhibitors. actives 1% (n = 390,000). AID 588453; also: % is scaled to controls: 0 for no effect and ±100 for the full control effect; nearly all actives have a fitted effect of over 65% in size
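Rat TrxR1 (90 nM in the dispensed reagent) was pre-reduced with 400 uM NADPH for 5 min at room temperature, then incubated with compound for 15 min. After 400 uM selenite was added, NADPH fluorescence (Ex 340/Em 450 nm) was followed for 8 min.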
* = called active by the depositor; ? = inconclusive; . = not tested or not shown; [ ] = dose if it differs, or a comment. Calls follow the shape of the dose curve; as a rule, active = well fitted curve in the direction sought with a large enough effect; inconclusive = small, poorly fitted or top-dose-only effect, or another doubt; inactive = no such curve, though single readings can be large; an effect the other way counts as inactive or inconclusive. Potency is read from the fitted curve at half-maximal effect. An excerpt; the hit share may differ from the screen's.

compound | Vif-APOBEC3F blk | mIDH1 inhibitor | ALOX12 inh | Vif-APOBEC3G blk | RGS4 inhibitor | USP1-UAF1 inh | RXFP1 ag | TrxR1 substrate | rTrxR1 inhibitor
CCn1c(=O)cc(OCC(=O)N2CCN(c3ccccc3OC)CC2)c2ccccc21 | -2% | 5% | -12% | -2% | -2% | -22% | 0.4% | 3% | 22%
O=C1C(c2ccc(F)cc2)N(Cc2ccccc2Cl)C(=O)CN1C1CCCCC1 (stereo not drawn) | -5% | 34% | -14% | -1% | 22% | -8% | 0.3% | -2%[57.1 µM] | 12%[57.1 µM]
CCCCn1c(N)c(N(CCOC)C(=O)c2cccc(S(=O)(=O)N(C)c3ccccc3)c2)c(=O)[nH]c1=O | 8% | -8% | -2% | 2% | -19% | -14% | 0.5% | -4% | 5%
COC(=O)c1c(NC(C)=O)sc(C(=O)Nc2ccccc2)c1C | 0% | 8% | 0% | 1% | 12% | -26% | 7.4% | 5%[57.1 µM] | 11%[57.1 µM]
CN(C(=O)CC1C(=O)NCCN1Cc1ccccc1F)C1CCOCC1 (stereo not drawn) | -16% | 2% | ? | 0% | -9% | 1% | 0.2% | 14% | ?
COc1ccc(-c2noc(Cc3ccccc3OC)n2)cc1 | 6% | 3% | -10% | 4% | -2% | -29% | 0.2% | -6% | -7%
CCN(Cc1ccccc1)S(=O)(=O)c1cc(Br)cc2c1N(C(=O)C1CC1)CC2 | 2% | 8% | -21% | 5% | -6% | -21% | -1.9% | 8%[2.29 µM] | 22%
Cc1cccc(C)c1NC(=O)C1C2C=CC(C2)C1C(=O)NCc1ccccn1 (stereo not drawn) | -3% | 5% | 2% | 3% | 31% | -8% | 0.1% | 10% | 28%
Nc1nonc1C(=O)NCCNCc1cc(Br)ccc1OCc1ccccc1F | -4% | 5% | ? | 3% | -26% | -19% | 0.0% | 2% | 14%
CCc1ccc(C(=O)OCC(=O)c2c(N)n(CC(C)C)c(=O)n(C)c2=O)cc1 | -7% | -1% | 0% | 0% | 12% | -15% | -1.2% | -2% | 3%
O=[N+]([O-])c1ccc(CCNc2cccc3ccccc23)c([N+](=O)[O-])c1 | -5% | -1% | 2% | -7% | 8% | -11% | 1.2% | 3% | -1%
O/N=C/c1cn(-c2ccccc2)nn1 | 16% | 0% | -5% | 0% | -29% | -11% | -0.7% | 9%[57.1 µM] | 11%[57.1 µM]
CN(C)/C=C/c1onc(-c2c(F)cccc2Cl)c1C#N | -6% | 10% | -21% | -14% | 24% | -9% | 5.5% | -9% | ?
CC(C)OC(=O)N(C)C[C@H]1OCc2cnnn2CCCC(=O)N([C@H](C)CO)C[C@@H]1C | 0% | -2% | 2% | 0% | . | ? | . | . | .
CCN(CC(=O)NCc1ccc(Cl)cc1)C(=O)C(C)Sc1ccccc1 (stereo not drawn) | 0% | 6% | 7% | 5% | -4% | -20% | -0.1% | -3% | -4%

Other results follow:
The line under a structure holds: Vif-APOBEC3F blk, mIDH1 inhibitor, ALOX12 inh, Vif-APOBEC3G blk, RGS4 inhibitor, USP1-UAF1 inh, RXFP1 ag, TrxR1 substrate, rTrxR1 inhibitor
- CC(C)=CCCC(C)NC(=O)NC1CCCCC1 (stereo not drawn)
 : 0%, 7%, ?, 4%, 32%, 6%, 2.1%, -8%, -8%
- Cn1c(N)c(C(=O)COC(=O)c2ccc(F)cc2Cl)c(=O)n(C)c1=O
 : -9%, -3%, -47%, -11%, -8%, -8%, ., -3%, 11%
- COc1ccc(N2C(=O)/C(=C/c3ccc([N+](=O)[O-])cc3)C=C2c2ccccc2)cc1
 : 1%, 13%, -28%, -1%, ?, 1%, 1.2%, 5%, 9%
- CCN(CC)CCN(C(=O)CN1C(=O)c2ccccc2C1=O)c1nc2cc3c(cc2s1)OCO3
 : 2%, -2%, ?, 6%, -15%, -28%, -0.8%, -4%, 9%
- CSc1n[nH]c(NCc2ccc(C)cc2)n1
 : -15%, 2%, 0%, 0%, 10%, 8%, 0.3%, -10%, -18%
- NC(N)=NC(N)=Nc1ccc(O)cc1
 : 0%, 13%, 14%, 0%, 16%, -6%, 2.3%, 5%[57.1 µM], 18%[57.1 µM]
- O=C1C(=Cc2ccccc2[N+](=O)[O-])Cc2ccccc21
 : 13µM*, 3%, -6%, ?, ., -2%, ., ., .
- O=C1C2CCCN2C(=O)N1CCCCN1CCN(CCO)CC1 (stereo not drawn)
 : 5%, 0%, -21%, 0%, 12%, -18%, -0.1%, 3%, 19%
- Cc1ccc(CNc2nc(C)nc3sc4c(c23)CCC4)cc1
 : 0%, 13%, -4%, -21%, -33%, -19%, -0.6%, 8%, -2%
- CCN(CC)CCCNC(=O)c1c(O)c2cc(F)cc3c2n(c1=O)C(C)CC3 (stereo not drawn)
 : -8%, 2%, -7%, 5%, 17%, -19%, 20%, 9%, 16%
- Oc1c(Cl)cc(Cl)cc1/C=N/NC(=S)NC1CC2C=CC1C2 (stereo not drawn)
 : ?, -15%, ?, -1%, 0%, -12%, 8.5%, 5%, -3%
- Cc1cccc(C)c1NC(=O)CN(C)CC(=O)Nc1ccccc1Br
 : 5%, 3%, 6%, -4%, -25%, -20%, 3.3%, 3%, 5%
- CCOCCCNC(=O)c1ccc2c(=O)n(CCc3ccc(OC)c(OC)c3)c(=O)[nH]c2c1
 : 3%, -12%, 3%, 3%, 32%, -1%, 0.1%, 3%[57.1 µM], 16%[57.1 µM]
- Cc1cc(C)nc(/N=C2/NC(=O)CS2)n1
 : -13%, 0%, ?, 0%, ?, -3%, 2.5%, -9%, 48%[57.1 µM]
- COCCNC(=O)C(c1ccc(F)cc1)N(Cc1ccco1)C(=O)CCC(=O)Nc1nccs1 (stereo not drawn)
 : 0%, 12%, 267%[activator], 1%, -4%, -15%, -0.5%, -8%[57.1 µM], 9%[57.1 µM]
- COc1ccc(-c2noc(N(C)CC(=O)Nc3cccc(C(F)(F)F)c3)n2)cc1
 : 4%, 7%, 155%[activator], 0%, -2%, -24%, 3.7%, -3%[57.1 µM], 23%[57.1 µM]
- O=C(NC(=S)Nc1ccc(N2CCOCC2)cc1)c1ccc2c(c1)OCCO2
 : -9%, -3%, ?, -5%, ?, -22%, -0.5%, -5%, ?
- CCCCn1c(SCC(=O)Nc2cc(C)on2)nnc1-c1ccncc1
 : ?, 11%, -3%, -4%, 17%, 3%, 0.5%, -4%[57.1 µM], -7%[57.1 µM]
- CCCN(CC(=O)Nc1ccccc1C)C(=O)c1ccc(S(=O)(=O)N2CCC(C)CC2)cc1
 : 0%, 5%, -14%, 1%, -6%, -17%, 1.0%, -13%, -8%
- COc1ccc(OC)c(NC(=O)COC(=O)c2c(C)noc2C)c1
 : -9%, -3%, 32%[activator], -11%, 11%, -27%, 2.1%, 4%, 28%
- N#Cc1c(N)nc2c(c1-c1ccncc1)CCCCC2
 : -1%, -5%, -9%, 1%, 10%, -5%, -0.1%, 3%, ?
- COc1ccc(-c2nnc(SCc3cccc(Cl)c3)o2)cc1
 : -1%, -2%, 0%, 0%, 0%, -34%, 2.0%, 0%, 20%
- COc1ccc(Cc2nc3ccc(C(=O)N(C)Cc4nccn4C)cc3o2)cc1
 : -1%, 13%, -8%, 2%, ., -19%, ., ., .
- COc1cc(/C=C(\C#N)c2nc3ccccc3n2C)cc(OC)c1O
 : ?, -3%, ?, 13%, -16%, -12%, -0.4%, -12%, -17%
- Cc1ccc(S(=O)(=O)Nc2ccccc2N(C)S(=O)(=O)c2ccc(C)cc2)cc1
 : -1%, 1%[38.3 µM], -1%, 2%, 13%, 0%, -0.2%, -8%, 14%
- O=P(O)(C(O)c1ccccc1)C(O)c1ccccc1 (stereo not drawn)
 : -6%, -6%, -8%, -1%, -14%, 5%, -0.1%, -3%, 8%

Structural class: the entries above with an NH in an aromatic ring (3)
The line under a structure holds: Vif-APOBEC3F blk, mIDH1 inhibitor, ALOX12 inh, Vif-APOBEC3G blk, RGS4 inhibitor, USP1-UAF1 inh, RXFP1 ag, TrxR1 substrate, rTrxR1 inhibitor
- CCCCn1c(N)c(N(CCOC)C(=O)c2cccc(S(=O)(=O)N(C)c3ccccc3)c2)c(=O)[nH]c1=O
 : 8%, -8%, -2%, 2%, -19%, -14%, 0.5%, -4%, 5%
- CSc1n[nH]c(NCc2ccc(C)cc2)n1
 : -15%, 2%, 0%, 0%, 10%, 8%, 0.3%, -10%, -18%
- CCOCCCNC(=O)c1ccc2c(=O)n(CCc3ccc(OC)c(OC)c3)c(=O)[nH]c2c1
 : 3%, -12%, 3%, 3%, 32%, -1%, 0.1%, 3%[57.1 µM], 16%[57.1 µM]

Bioassay records as filed in PubChem BioAssay.
